Assay outcomes (PubChem)
APJ ag: agonists of human apelin receptor APJ, primary screen, CHO-K1 cells, PathHunter beta-arrestin, luminescence; P35414; 0% DMSO wells, 100% apelin; activation, % at 20 µM; 330,000 tested, 0.11% active; AID 2520, 2010;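 active = activation more than six SD over the plate average, tested at 20 µM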;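 note: 0% = DMSO alone and 100% = apelin-13 at 10 nM; some results filed as inactive read as strong as hits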
Target sequence (P35414 whole entry, looked up): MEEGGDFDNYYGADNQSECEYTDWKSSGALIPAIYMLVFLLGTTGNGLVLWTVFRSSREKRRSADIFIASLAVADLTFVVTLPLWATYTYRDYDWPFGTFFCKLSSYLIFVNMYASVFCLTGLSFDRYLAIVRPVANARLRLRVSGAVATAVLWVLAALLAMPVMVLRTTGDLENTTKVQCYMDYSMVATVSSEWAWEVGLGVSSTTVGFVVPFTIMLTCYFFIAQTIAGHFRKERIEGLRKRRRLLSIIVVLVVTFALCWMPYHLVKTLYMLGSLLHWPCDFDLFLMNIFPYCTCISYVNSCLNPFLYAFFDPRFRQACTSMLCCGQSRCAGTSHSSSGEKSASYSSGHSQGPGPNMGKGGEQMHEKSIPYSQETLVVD
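assay system = CHO-K1 APJ beta-arrestin complementation cell line | input = cell density 1000 per well | dosing = compound 20 µM once, DMSO 1% | timing = compound 90 min 25 °C, reagent 1 h | measured by = luminescence from split beta-galactosidase complementation, Galacton Star/Emerald II substrate | read-out basis = APJ agonist activity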
ATG4B inhibitor: ATG4B protease inhibitors, primary screen, biochemical, fluorescence, uHTS | ATG4B cleavage of LC3-PLA2, NBD-HPC fluorescence, 1 h | Cysteine protease ATG4B (Homo sapiens), Q9Y4P1 | inhibition, % at 8.33 µM | AID 504462, 2011 | 340,000 tested, 0.51% active; in the data active = inhibition above about 40%
EBI2 block: EBI2 receptor antagonists, beta-arrestin recruitment, primary screen, cell-based, luminescence, 7a,25-OHC stimulation, uHTS | inhibition, % at 5 µM | 7a,25-OHC stimulated | 360,000 tested, 0.81% active | AID 651636, 2012 | G-protein coupled receptor 183 (Homo sapiens), P32249; in the data active = inhibition above about 38%;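 note: enzyme fragment complementation signal reports receptor beta-arrestin coupling in cells; 0% = agonist plus DMSO wells and 100% = wells without agonist; some results beyond the cut were filed as inactive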
CXCR6 inh: CXCR6 receptor inhibitors, primary screen, cell-based, beta-arrestin, luminescence, CHO-K1 PathHunter, 1536-well | C-X-C chemokine receptor type 6 (Homo sapiens), O00574 | inhibition, % at 20 µM | 360,000 tested, 0.36% active | AID 602244, 2012; in the data active = inhibition above about 34%, passing the limit was not always enough;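 note: antagonist mode with CXCL16 agonist at 10 nM final; 0% = 10 nM CXCL16 with DMSO and 100% = unstimulated wells without agonist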
UBC13 inh: UBC13 polyubiquitin chain formation inhibitors, primary screen, biochemical, TR-FRET, uHTS | inhibition, % at 20 µM | Ubiquitin-conjugating enzyme E2 N (Homo sapiens), P61088 | AID 485273, 2010 | 330,000 tested, 0.47% active; in the data active = inhibition above about 45%, passing the limit was not always enough
Target sequence (P61088 whole entry, looked up): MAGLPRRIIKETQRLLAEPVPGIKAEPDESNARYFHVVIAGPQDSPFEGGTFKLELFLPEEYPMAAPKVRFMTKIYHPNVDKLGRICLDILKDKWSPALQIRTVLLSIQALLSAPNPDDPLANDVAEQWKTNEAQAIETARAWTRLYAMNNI
APJ antagonist: antagonists of human apelin receptor APJ, primary screen, CHO-K1 cells, beta-arrestin complementation, luminescence. inhibition, % at 20 µM. 330,000 tested, 0.32% active. AID 2521, 2010;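 active = inhibition above about 40% at 20 µM, limit read from the data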;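 note: cells challenged with 10 nM apelin-13 agonist together with compound; plate controls were apelin-13 plus DMSO wells for no effect and DMSO wells lacking apelin-13 for full effect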
CCR6 antagonist: CCR6 receptor antagonists, primary screen, cell-based, CHO-K1, luminescence, beta-arrestin, uHTS. 340,000 tested, 0.49% active. inhibition, % at 20 µM. CHO-K1 CCR6 PathHunter beta-arrestin, CCL20-stimulated;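 active = compounds whose inhibition of the agonist-driven luminescence signal at 20 µM reaches about 50%, limit read from the data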;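 note: cells stimulated with CCL20 at 14 nM final; plate controls were DMSO with CCL20 for no effect and DMSO without agonist for full effect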
Target sequence (P51684 whole entry, looked up): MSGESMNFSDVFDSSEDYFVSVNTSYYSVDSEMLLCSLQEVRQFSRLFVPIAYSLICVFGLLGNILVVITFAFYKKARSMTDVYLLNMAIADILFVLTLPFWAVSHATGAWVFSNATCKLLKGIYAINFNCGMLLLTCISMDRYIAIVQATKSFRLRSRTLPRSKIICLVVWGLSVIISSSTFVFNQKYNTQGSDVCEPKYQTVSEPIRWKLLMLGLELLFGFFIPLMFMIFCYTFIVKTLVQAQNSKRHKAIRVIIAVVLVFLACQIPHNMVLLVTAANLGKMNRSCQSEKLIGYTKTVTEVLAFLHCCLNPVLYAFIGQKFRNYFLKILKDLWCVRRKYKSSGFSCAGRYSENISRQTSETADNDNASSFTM
Gli-Sufu block: Gli-Sufu pathway antagonists, primary screen, luciferase luminescence, Sufu-KO-LIGHT cells, uHTS; 340,000 tested, 0.74% active; Sufu-KO-LIGHT fibroblasts, Gli luciferase reporter luminescence; inhibition, % at 5 µM;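 active = inhibition above about 55%, limit read from the data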;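 note: 0% = DMSO-treated cells and 100% = wells with medium but no cells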
An asterisk follows results filed as active.

The line under a structure holds: APJ ag	ATG4B inhibitor	EBI2 block	CXCR6 inh	UBC13 inh	APJ antagonist	CCR6 antagonist	Gli-Sufu block
> COCc1c(C(=O)Nc2nc(C)cs2)oc2ccccc12
  -1	5	-1	6	-12	-12	16	-11
> CCOc1cc(/C=C2\SC(=N)N(c3nonc3N)C2=O)ccc1OCCN1CCOCC1
  -2	-2	-2	3	-14	-3	-1	0
> Cc1cnc(NCCc2ccccc2)s1
  -2	3	-11	4	1	19	6	-9
> CCn1c(SCC(=O)OC2CCCCC2)nc2ccccc2c1=O
  -3	4	5	4	13	-20	10	-2
> COc1ccccc1N(C)S(=O)(=O)c1ccc(C(=O)N(C)Cc2ccc(OC(F)F)cc2)cc1
  11	-8	5	-16	-5	-26	9	28
> O=C(Cc1ccc(S(=O)(=O)N2CCOCC2)s1)NCCOc1ccccc1
  -3	-5	6	0	1	13	5	-2
> CC(C)c1ccc(N(C(=O)c2ccc3c(c2)OCO3)C2C=CS(=O)(=O)C2)cc1 (stereo not drawn)
  0	-7	2	2	0	7	14	-10
> Cc1ccc(/C=N/NC(=O)c2cc(-c3ccc(C)o3)[nH]n2)cc1
  1	0	-8	1	2	-2	-8	28
> CCOC(=O)c1nn(-c2ccccc2)c(=O)c2c(N)scc12
  -2	0	3	16	-24	-4	29	1
> CCOC(=O)Cn1nc(C)c(NC(=O)COc2ccc(C)c(C)c2)c1C
  -3	-12	-4	-7	-10	-13	11	-4
> O=C(Nc1cccc(NC(=O)c2ccco2)c1)c1ccccc1
  0	-1	-11	-1	-6	-4	15	52
> COc1ccc(-n2nc([N+](=O)[O-])c(=NCCC3=CCCCC3)n2O)cc1
  12	5	0	-14	-8	-76	0	-42
> O=C(/C=C/c1ccccc1[N+](=O)[O-])NCc1cccnc1
  1	-2	-2	-5	4	-6	-2	1
> CC(C)(C)NC(=O)COc1ccc(-c2ccccc2)cc1
  2	-6	7	-7	-10	14	6	-58
> C=CCn1c(-c2csc3ccccc23)n[nH]c1=S
  -2	0	-9	2	-1	-17	3	-1
> COc1ccc(-n2c(=S)[nH]c3cc(C(=O)O)ccc3c2=O)cc1
  -4	-8	14	3	7	11	-9	2
> O=C(c1cn[nH]c1)N1CCc2c([nH]c3ccccc23)C1c1c(F)cccc1Cl (stereo not drawn)
  -2	31	-10	-8	13	-5	-4	27
> COc1ccc(C(=O)NCC(=O)N/N=C/c2ccc([N+](=O)[O-])o2)cc1OC
  5	6	9	-5	-10	-2	16	0
> Cc1ccccc1Nc1nc(N)nc(COC(=O)CCS(=O)(=O)c2ccccc2)n1
  -5	-3	-10	-5	5	12	-9	-3
> CCOC(=O)C1CCN(C(=O)CSc2n[nH]c(=O)[nH]c2=O)CC1
  0	5	7	-6	3	5	5	5
> O=C(c1cccc([N+](=O)[O-])c1)c1cc2ccccc2o1
  0	7	6	1	8	-14	17	-13
> COC(=O)c1cccc(-c2noc(-c3ccccc3F)n2)c1
  -4	5	5	1	0	18	8	-96
> CC(=O)Nc1cccc([N+](=O)[O-])c1
  -2	-5	2	-10	-6	4	-7	-7
> COc1ccc(NS(=O)(=O)c2cc(N/C(=N\S(=O)(=O)c3ccccc3)c3ccc(F)cc3)ccc2Cl)cc1
  0	-15	11	3	15	6	26	-3
> COc1cc(CN(CCc2c(C)[nH]c3ccc(C)cc23)C(=S)NC(C)(C)C)cc(OC)c1OC
  -1	-16	2	-2	2	5	7	6
> Cn1c(NC(=O)CC(C)(C)C)cc(=O)n(C)c1=O
  -1	-2	-6	-6	5	-59	-11	6
> CCC(Cc1ccccc1)NC(=O)C1CCN(S(=O)(=O)c2ccc3c(c2)CC(C)N3C(C)=O)CC1 (stereo not drawn)
  1	1	1	2	10	0	-14	8
> Cn1cc(SCC(=O)Nc2ccc3c(c2)OCO3)c2ccccc21
  -1	-18	0	-4	8	17	13	3
> C=CCn1c(=S)[nH]c2cc(-c3ccccc3)sc2c1=O
  2	-5	-7	2	-3	11	15	-18
> COc1ccc(C(=O)Nc2cccnc2)cc1S(=O)(=O)N1CCOCC1
  -2	-1	-9	4	-3	14	-5	9

Following part
The line under a structure holds: APJ ag	ATG4B inhibitor	EBI2 block	CXCR6 inh	UBC13 inh	APJ antagonist	CCR6 antagonist	Gli-Sufu block
> CCOCCCNC(=O)C(NC(=O)c1ccc(=O)[nH]c1)c1ccc(C)cc1 (stereo not drawn)
  -2	-12	0	-2	-2	11	-2	3
> COc1cccc(CC2(CO)CCCN(Cc3nc(-c4cccs4)oc3C)C2)c1 (stereo not drawn)
  3	-5	13	7	-8	15	11	2
> Cc1cc(C(=O)CSc2ccc(F)cc2)cc(C)c1OC(=S)N(C)C
  -2	4	14	4	2	0	7	-8
> Cc1nc2ccc(S(=O)(=O)NC(C(=O)N3CCCC3)C(C)C)cc2s1 (stereo not drawn)
  1	-6	-8	0	7	18	0	4
> O=C(NCc1ccccn1)C1CCC(=O)N1C1CCCCC1 (stereo not drawn)
  -4	1	-1	4	-1	22	5	49
> Cc1ccc(C(=O)COC(=O)c2ccc(O)cc2)cc1
  -5	2	2	3	1	-13	2	-47
> COc1ccc2c(c1)C(c1ccc(N3CCOCC3)cc1)=NNC(c1cccnc1)=N2
  -3	0	-8	-3	1	-18	4	2
> Nn1c(SCC(=O)Nc2ccc3c(c2)OCO3)nncc1=O
  1	4	4	2	-7	2	1	6
> COc1ccc(-n2nc3c(c2NC(=O)C(C)Cl)CSC3)cc1 (stereo not drawn)
  -3	-6	6	11	-11	5	1	3
> Cc1ccccc1OCC(=O)N(Cc1ccco1)c1c(N)n(Cc2ccccc2)c(=O)[nH]c1=O
  -4	-2	-8	4	-5	11	4	-2
> COc1cc(Cn2c(=O)c3c(OC)c(C)cnc3n(C)c2=O)cc(OC)c1
  -2	-2	8	0	-3	5	8	-9
> O=S(=O)(c1ccc(NC(=S)N/N=C/c2c3ccccc3cc3ccccc23)cc1)N1CCOCC1
  2	14	3	-4	-5	-15	17	-11
> CCCCN(CCCC)C(=S)N/N=C/c1c(C)[nH]n(-c2ccccc2)c1=O
  -14	-11	49*	98*	-44	75*	113*	7
> Cc1cc(C)cc(N(CC(=O)N2CCC(C)CC2)S(C)(=O)=O)c1
  0	-3	-2	-13	-5	-5	-5	4
> O=C(O)c1c2c(nc3ccccc13)CCCCC2
  -4	1	-14	-8	-10	4	-14	41
> CC(C)(C)c1ccc(C2=CC(c3ccccc3)n3ncnc3N2)cc1 (stereo not drawn)
  12	-5	13	-6	23	-12	-10	-17
> c1ccc2[nH]c(SCc3cn4cccnc4n3)nc2c1
  2	13	-11	5	-1	12	-7	-6
> COc1ccccc1-c1nnc(SCC(=O)N2CCCC2)o1
  -1	-4	-8	-9	5	9	4	-20
> Cc1ccc(C)c(S(=O)(=O)N/N=C/c2ccc(F)cc2)c1
  -2	-10	-1	5	-5	10	15	-10
> CSc1oc(-c2ccc(F)cc2)nc1S(=O)(=O)c1ccccc1
  -8	-6	2	1	5	8	15	-10
> Cc1ccc(C(=O)N2CCCC2)cc1S(=O)(=O)N1CCCCC1
  -1	1	0	-6	-1	3	0	7
> O=c1c(C=NCC2CCCO2)c(-c2ccccc2)[nH]n1-c1ccc([N+](=O)[O-])cc1 (stereo not drawn)
  0	-3	14	-3	0	16	13	-11
> CCCN(CC(=O)Nc1ccccc1OC)C(=O)c1ccc(S(=O)(=O)Nc2ccccc2)cc1
  -2	-5	16	3	3	-56	9	-1
> COc1ccc(C(=O)NC(=S)Nc2ccc(N3CCCC3)cc2)cc1OC
  0	-11	11	14	-14	18	1	-3
> CCn1nc(C)c(CNC(=O)CC2C(=O)NCCN2Cc2ccc(C)o2)c1C (stereo not drawn)
  -4	7	2	-9	-3	13	-8	4
> CCN(CC)CCOC(=O)c1ccc(NC(=O)/C=C/c2cccs2)cc1
  1	-13	-8	2	2	-7	17	4
> O=C(NC(=S)Nc1cccc(O)c1)C1CCCCC1
  -4	3	4	6	16	5	8	-8
> COc1ccccc1NS(=O)(=O)c1cccc(NC(=O)Cc2cccs2)c1
  1	3	6	-4	-4	4	-3	6
> COc1ccccc1-c1nc(C#N)c(N2CCN(c3cccc(Cl)c3)CC2)o1
  0	-8	7	5	14	-1	8	2
> COc1ccc(OC)c(Nc2ncnc3ccc(Br)cc23)c1
  -1	-5	-10	-14	2	-18	11	-23

Quoted at random: two compounds from above, in no set order.
The line under a structure holds: APJ ag	ATG4B inhibitor	EBI2 block	CXCR6 inh	UBC13 inh	APJ antagonist	CCR6 antagonist	Gli-Sufu block
> CC(C)(C)c1ccc(C2=CC(c3ccccc3)n3ncnc3N2)cc1 (stereo not drawn)
  12	-5	13	-6	23	-12	-10	-17
> COc1cc(Cn2c(=O)c3c(OC)c(C)cnc3n(C)c2=O)cc(OC)c1
  -2	-2	8	0	-3	5	8	-9

More compounds:
The line under a structure holds: APJ ag	ATG4B inhibitor	EBI2 block	CXCR6 inh	UBC13 inh	APJ antagonist	CCR6 antagonist	Gli-Sufu block
> N#Cc1ccc(CSc2nnc(NC(=O)C3CC(=O)N(c4ccc5c(c4)OCCO5)C3)s2)cc1 (stereo not drawn)
  -1	7	6	-2	-14	-8	3	-3
> CCOc1ccc(N2Cc3ccccc3C2)cc1
  1	9	5	6	-16	-8	2	-58
> O=C(COC(=O)c1ccc2ccccc2n1)Nc1ncc(C(F)(F)F)cc1Cl
  -3	3	-3	6	-11	5	-4	-27
> NC(=S)NNC(=O)[C@@H]1CCCC[C@@H]1C(=O)O
  -4	-1	-10	6	-1	2	5	-8
> COc1ccc(NC(=O)CN(C)CC(=O)Nc2cccc(C(C)=O)c2)cc1
  -1	-1	-3	-4	-6	14	7	3
> Cc1cc(F)ccc1S(=O)(=O)N1CCCOC1CNC(=O)C(=O)NCCC1=CCCCC1 (stereo not drawn)
  -1	8	-7	-2	-19	-8	8	-19
> O=C(CCC1CCCCC1)Nc1nncs1
  -3	-6	-1	4	7	23	-1	1
> Fc1ccc(/C=N/Nc2nc3ccccc3[nH]2)cc1F
  3	2	-7	-11	-8	6	1	12
> Cc1ccc(NC(=O)CCNS(=O)(=O)c2ccc(OC(F)(F)F)cc2)c(O)c1
  -4	-8	-1	-6	8	-6	5	1
